MEKK3 PB1 HTS – raises or lowers MEK5 binding to the human MEKK3 PB1 domain; AID 1529; Q99759; hit rate 1.4% among 290,000; binding response (% of control), % at 10 µM; bead-based flow cytometry, Alexa488-MEK5 binding to MEKK3; actives lie on both sides; 0 = blocked by unlabeled MEK5, 100 = vehicle;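 active means binding response more than 3 SD above or below the average of its plate-row segment, actives on both sides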;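 further: Alexa488 bead fluorescence after subtracting the streptavidin-only scavenger bead signal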
Target sequence (Q99759 whole entry, looked up, the tested form may be a part): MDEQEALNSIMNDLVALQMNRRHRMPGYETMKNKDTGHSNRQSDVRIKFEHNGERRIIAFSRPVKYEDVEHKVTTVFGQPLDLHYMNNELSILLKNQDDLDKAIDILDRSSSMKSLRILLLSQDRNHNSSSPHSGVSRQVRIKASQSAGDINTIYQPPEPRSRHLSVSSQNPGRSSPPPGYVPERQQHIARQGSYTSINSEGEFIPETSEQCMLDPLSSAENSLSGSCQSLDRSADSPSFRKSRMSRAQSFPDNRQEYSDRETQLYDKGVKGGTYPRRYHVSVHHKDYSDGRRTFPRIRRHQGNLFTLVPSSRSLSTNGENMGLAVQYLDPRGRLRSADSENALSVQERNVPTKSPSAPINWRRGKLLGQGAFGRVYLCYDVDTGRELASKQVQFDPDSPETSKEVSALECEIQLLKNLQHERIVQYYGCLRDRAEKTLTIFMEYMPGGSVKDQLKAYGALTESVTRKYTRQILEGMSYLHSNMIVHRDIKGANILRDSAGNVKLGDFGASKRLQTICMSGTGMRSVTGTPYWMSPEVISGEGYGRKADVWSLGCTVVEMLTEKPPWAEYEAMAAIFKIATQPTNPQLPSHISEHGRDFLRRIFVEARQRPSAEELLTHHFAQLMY
IMP-1 inh – blocks Pseudomonas aeruginosa IMP-1 metallo-beta-lactamase | purified IMP-1, nitrocefin hydrolysis, epi-absorbance fluorescence | inhibition, % at 5.6 µM | hit rate 0.45% among 290,000 | AID 1556;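 active means inhibition above the mean plus 3 SD of all compounds in the same screening run, cut at about 4.5% in these data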;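 further: 0% = IMP-1 with DMSO and 100% = DMSO wells lacking enzyme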
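System: Purified IMP-1 | Read-out basis: Percent enzyme inhibition | Controls: IMP-1 with DMSO as 0%, enzyme-free DMSO as 100% | Replicates: One well per compound | Doses: 5.6 µM nominal single concentration | Detection: Epi-absorbance fluorescence, 480 nm excitation, 530 nm emission | Incubation: 25 °C, 15 min preincubation, 25 min reaction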
p-CIP stab down – compounds decreasing mouse p/CIP protein stability; Q05BA5; F442A p/CIP-EGFP cells, EGFP fluorescence, 16 h; decrease of EGFP signal, % at 10 µM; hit rate 0.01% among 290,000;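 active means EGFP signal decrease of at least 30% at 10 µM or well 3 SD below plate mean, unless failing retest; inactive means the rest, including hits failing retest or dose response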; further: some compounds called inactive have numbers as strong as hits; many of its hits are not listed in these tables
NS3 helicase inh – blocks Hepatitis C virus NS3 helicase unwinding | NS3 helicase DNA unwinding, Cy5 molecular beacon fluorescence | inhibition, % at 10.9 µM | hit rate 0.56% among 290,000 | AID 1800;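 active means inhibition above the mean of all tested compounds plus 3 SD, set per campaign, cut at about 35% in these data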;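 further: 0% = DMSO wells and 100% = thioflavine S control wells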
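Assay system: hepatitis C virus NS3 helicase domain fragment enzyme. Also added: annealed dual-labelled DNA beacon duplex, ATP-started. Timing: 1 h reaction at 25 °C, ATP-initiated. Technique: Cy5 fluorescence at 0 and 60 min, beacon hairpin quenching. Evaluation: % inhibition of unwinding. Replication: one well per compound.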
VIM-2 inhibitor – inhibitors of Pseudomonas aeruginosa VIM-2 metallo-beta-lactamase; purified VIM-2, nitrocefin hydrolysis, epi-absorbance fluorescence; inhibition, % at 5.6 µM; hit rate 0.89% among 290,000;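 active means inhibition above the mean of all tested compounds plus 3 SD, cutoff set per screening run, cut at about 7.5% in these data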;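 further: red hydrolysis product quenches plate fluorescence so inhibitors raise well fluorescence; 0% = enzyme with DMSO and 100% = DMSO without enzyme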
SUMO HTRF inh – SUMOylation inhibition; HTRF SUMOylation assay, SAE1/SAE2 + UBC9, in vitro; hit rate 0.36% among 290,000; P63279; inhibition, % at 35 µM; AID 2006; in the data active means inhibition above about 50%, passing the limit was not always enough; further: strong numbers were not always called active
Target sequence (P63279 whole entry, looked up): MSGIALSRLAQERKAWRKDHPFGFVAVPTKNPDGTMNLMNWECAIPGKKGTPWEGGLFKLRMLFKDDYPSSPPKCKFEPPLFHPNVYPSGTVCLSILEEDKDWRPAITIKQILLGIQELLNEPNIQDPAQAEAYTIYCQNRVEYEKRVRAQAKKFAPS
PHOSPHO1 inh – PHOSPHO1 (human) inhibition | Q8TCT1 | recombinant PHOSPHO1, absorbance phosphatase assay | inhibition, % at 13.3 µM | hit rate 1.1% among 290,000 | AID 1565; in the data active means inhibition above about 60%
Target sequence (Q8TCT1 whole entry, looked up): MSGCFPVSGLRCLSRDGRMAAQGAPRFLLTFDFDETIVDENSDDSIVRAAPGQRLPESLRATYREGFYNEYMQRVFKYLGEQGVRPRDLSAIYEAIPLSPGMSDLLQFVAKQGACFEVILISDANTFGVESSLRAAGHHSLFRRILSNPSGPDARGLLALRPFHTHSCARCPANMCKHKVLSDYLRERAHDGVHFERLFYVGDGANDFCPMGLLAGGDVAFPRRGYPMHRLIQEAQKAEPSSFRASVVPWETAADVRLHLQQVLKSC
IDE cell activ – boosts human insulin-degrading enzyme activity in HEK cells; hit rate 0.073% among 340,000; P14735; FAbeta-B cleavage, fluorescence polarization; 0% vehicle, 100% cell-free pure enzyme wells; activation, % at 5.96 µM;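 active means activation above the mean of all tested compounds plus 3 SD, set per screening campaign, cut at about 17% in these data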
DNA FID counter – counter-screen for HCV NS3 helicase inhibitors: DNA intercalator displacement; DNA fluorescent intercalator displacement, fluorescence; inhibition, % at 7.9 µM; hit rate 0.17% among 290,000; in the data active means inhibition above about 37%;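 further: 0% = vehicle and 100% = reference compound; higher means more ethidium bromide displaced from hairpin DNA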
The depositor's hits bear a star; · = no result given. Some of the compounds tested; the hit share may differ from the screen's.

SMILES	MEKK3 PB1 HTS	IMP-1 inh	p-CIP stab down	NS3 helicase inh	VIM-2 inhibitor	SUMO HTRF inh	PHOSPHO1 inh	IDE cell activ	DNA FID counter
Cc1cnc(NC(=O)CCc2ccccc2)s1	110.0	-5.0	-6.1	-4.0	0.4	10.0	35.6	3.1	-4.8
Cc1csc(SCC(=O)Nc2cccc(S(=O)(=O)N3CCCC3)c2)n1	98.0	-2.4	-7.3	-1.0	-1.2	2.0	21.0	-1.4	-12.9
CCCCC(=O)Nc1ccc(C(=O)Nc2ccc(OC)cc2[N+](=O)[O-])cc1	102.0	-1.4	-5.1	-7.5	-1.9	33.6	1.1	-2.9	2.5
CC(C)CC(=O)Nc1ccc2c(c1)OCO2	100.0	-1.4	-5.3	-4.3	-2.0	12.0	23.6	-5.4	2.2
COc1ccc(C(=O)Nc2ccccc2Cc2ccccc2)c(OC)c1	102.0	-2.1	0.4	-6.2	-0.9	-12.5	-10.7	-1.6	-9.9
Cc1ccc(C(=O)NCCNC(=O)c2ccccn2)cc1	97.0	-2.0	4.8	1.7	-1.8	-1.5	49.2	2.3	-6.5
CCc1ccc2[nH]c(=O)c(C(c3nnnn3Cc3ccccc3)N3CCOCC3)cc2c1 (stereo not given)	104.0	-1.9	-0.7	-4.8	-0.1	20.6	16.3	-1.0	-17.1
CCn1ncc2c(OCc3ccc(C#N)cc3)cc(C)nc21	99.0	-2.5	-3.6	-4.7	-1.6	2.5	0.7	4.1	-21.1
COc1cc(/C=N/NC(=O)c2ccccn2)cc2c1OCO2	106.0	-2.2	-14.6	-1.8	-5.1	-8.1	14.8	3.2	-6.7
CC(=O)c1cc(CN2CCN(Cc3ccccc3)C(CCO)C2)cs1 (stereo not given)	106.0	-1.2	1.7	6.4	-1.9	12.0	15.2	2.9	0.2
COC(=O)c1c(NC(=O)c2cccc(N3C(=O)CCC3=O)c2)sc2c1CCN(C(C)=O)C2	103.0	-2.5	-10.2	5.5	24.0*	20.0	32.2	1.1	-27.5
Cn1c(NC(=O)c2ccc(F)c(F)c2)cc(=O)n(C)c1=O	102.0	-3.3	-4.2	-1.9	-4.0	-0.2	-14.1	-6.8	0.7
O=C(O)C1CCCCC1C(=O)NC1CCCCC1 (stereo not given)	101.0	-5.2	-3.6	-1.3	-1.4	0.3	35.8	4.9	-2.7
COc1ccc(-c2ncc(CN3CCN(CCC(C)C)C(CCO)C3)cn2)cc1 (stereo not given)	98.0	-2.0	4.4	-4.6	-1.9	15.8	39.7	7.7	6.7
CN1CCN(C(=O)CSc2ccc(C(F)(F)F)cc2[N+](=O)[O-])CC1	96.0	0.1	0.9	5.9	13.2*	-7.8	-2.8	-1.5	7.6
O=C(CSc1nc2ccccc2[nH]1)N/N=C/C=C\c1ccccc1[N+](=O)[O-]	104.0	-1.7	2.6	-8.5	-2.8	-4.6	-1.1	1.9	-3.7
CCOC(=O)C1CCN(S(=O)(=O)c2c(C)[nH]c(=O)[nH]c2=O)CC1	97.0	-1.8	-0.9	-6.6	-1.3	6.3	-3.2	2.7	-0.5
O=C(NCc1ccccc1)c1ccc(Cl)nc1	94.0	-2.6	2.4	11.2	-5.8	13.1	40.4	·	-7.4
O=C1C2CC=CCC2C(=O)N1c1ccc(NCCc2ccccc2F)c([N+](=O)[O-])c1 (stereo not given)	82.0	-1.8	-8.1	-5.8	0.8	-0.6	-2.2	-1.5	2.8
N#Cc1ccc(C(=O)Nc2ccc([N+](=O)[O-])cc2)c(F)c1	93.0	-0.4	-19.2	-2.3	-3.4	8.3	40.8	1.5	2.7
COc1ccc(Cc2nc3ccc(C(=O)NCCn4ccnc4C)cc3o2)cc1OC	94.0	-3.7	-4.5	-0.1	0.6	7.8	26.3	-4.2	8.6
CCOC(=O)Cn1nc(-c2ccccc2)ccc1=O	107.0	-1.7	-4.2	2.9	-2.4	5.9	1.7	-2.3	-5.4
COc1cccc(C2Nc3ccccc3C(=O)N2c2ccc(F)cc2)c1O (stereo not given)	97.0	-0.8	-2.0	4.5	-1.7	-10.6	-7.4	2.8	-8.5
O=C(NCCCN1CCc2ccccc2C1)C1CCN(S(=O)(=O)N2CCCC2)CC1	99.0	-2.9	-2.7	-2.5	-3.4	-14.3	-119.1	5.7	-1.3
O=C(CCS(=O)(=O)c1ccccc1)NCCS(=O)(=O)c1ccccc1	91.0	-2.5	14.4	-10.5	0.5	-8.1	35.9	0.6	-4.1
O=C(Nc1ccsc1C(=O)NC1CCCCC1)c1ccc(F)cc1	103.0	-2.8	-9.4	-2.3	-6.2	19.9	12.2	1.6	-1.0
O=C(c1ccc(S(=O)(=O)N2CCCC2)cc1)N1CCC(CN2C(=O)c3cccc4cccc(c34)C2=O)CC1	107.0	-3.5	-2.0	-5.4	-0.4	8.7	7.6	0.7	-6.2
CCn1c(=O)cc(SCC(=O)N(C)Cc2ccccc2)c2ccccc21	110.0	-0.3	1.1	7.9	-0.8	-6.1	-0.5	2.5	-35.5
COc1cc(/C=C/C(=O)OCC(=O)NC(=O)NC(C)(C)C)ccc1OCC#N	98.0	-3.2	-7.3	-3.7	-2.5	-2.8	0.3	3.2	-20.0
COC(=O)c1ccc(C(c2c(N)n(CC(C)C)c(=O)[nH]c2=O)N2CCN(c3ccccc3)CC2)cc1 (stereo not given)	100.0	0.8	-7.0	1.9	0.3	-11.2	-4.6	-8.0	-3.8
Cn1c(=O)oc2cc(S(=O)(=O)Nc3ccc(O)cc3)ccc21	99.0	1.1	-0.5	3.6	0.4	18.6	18.7	-0.6	-1.6
COc1ccc(N(CC(=O)Nc2cc([N+](=O)[O-])ccc2C)S(C)(=O)=O)cc1OC	103.0	-1.8	-346.4	0.6	-0.8	7.9	6.2	7.0	1.5
CC(=O)NC(Cc1ccc(C)cc1)C(=O)NC1CCN(c2ncccc2[N+](=O)[O-])CC1 (stereo not given)	104.0	-2.7	-7.3	-18.6	-1.0	-1.1	0.3	3.4	-22.9
Cc1c(/N=C(\[O-])Nc2ccc(Br)cc2)sn[n+]1C	106.0	-2.2	0.7	10.8	-1.2	-30.5	14.6	·	0.7
Fc1ccccc1/C=N/Nc1ncnc2ccccc12	105.0	-2.1	2.2	-2.6	-0.8	-4.7	24.4	-0.4	-8.5
CCCN(C(=O)CSCC(=O)Nc1cccc(C)c1)c1c(N)n(Cc2ccccc2)c(=O)[nH]c1=O	99.0	-3.9	-9.5	7.9	-2.5	-1.1	18.5	1.4	-44.5
CC(C)(C)SCCNC(=O)c1ccc(Cl)c([N+](=O)[O-])c1	97.0	-1.0	-21.4	-3.2	0.7	6.8	15.9	-3.8	-0.8
CCN(c1ccc(OC)cc1)S(=O)(=O)c1nnc(NC(=O)COc2ccc(F)cc2)s1	99.0	-0.8	-27.1	26.6	-2.3	·	29.8	2.1	-32.8
Cc1ccccc1C(=O)N1CCC(C(=O)N2CCN(S(=O)(=O)c3ccccc3F)CC2)CC1	102.0	-3.7	-3.9	-4.9	-1.6	19.5	31.7	-0.8	-31.5
O=C(NCCc1c[nH]c2ccccc12)C(=O)NCC1OCCN1S(=O)(=O)c1ccc(Cl)cc1 (stereo not given)	107.0	-2.9	1.2	-5.7	-0.8	-2.8	-1.2	0.9	-27.4

In the list so far, 2 have a tert-butyl group:
SMILES	MEKK3 PB1 HTS	IMP-1 inh	p-CIP stab down	NS3 helicase inh	VIM-2 inhibitor	SUMO HTRF inh	PHOSPHO1 inh	IDE cell activ	DNA FID counter
COc1cc(/C=C/C(=O)OCC(=O)NC(=O)NC(C)(C)C)ccc1OCC#N	98.0	-3.2	-7.3	-3.7	-2.5	-2.8	0.3	3.2	-20.0
CC(C)(C)SCCNC(=O)c1ccc(Cl)c([N+](=O)[O-])c1	97.0	-1.0	-21.4	-3.2	0.7	6.8	15.9	-3.8	-0.8

The list goes on.
SMILES	MEKK3 PB1 HTS	IMP-1 inh	p-CIP stab down	NS3 helicase inh	VIM-2 inhibitor	SUMO HTRF inh	PHOSPHO1 inh	IDE cell activ	DNA FID counter
CCOC(=O)CN1CC23C=CC(O2)C(C(=O)Nc2ccc(F)cc2)C3C1=O (stereo not given)	106.0	-6.1	6.7	-7.2	-3.9	5.0	-12.9	-0.5	-2.2
C=C(C)COc1ccc(C2NC(=O)c3ccccc3O2)cc1OCC (stereo not given)	102.0	-0.4	-2.1	0.1	-0.5	-3.8	3.1	5.7	-25.0
CC(C)(C)NC(=O)NC(=O)COC(=O)C1c2ccccc2Oc2ccccc21	103.0	1.3	-7.5	5.5	0.3	-22.7	27.9	4.6	-31.1
O=C(NCc1ccccc1)N1CCN(CCO)CC1	99.0	1.8	·	3.8	-2.3	·	·	0.4	-2.5
O=C(Cn1nnc2ccccc2c1=O)NCc1ccc(Cl)cc1	101.0	-3.4	-12.8	-1.3	-1.9	11.4	62.9*	4.5	6.6
COc1ccc(Br)cc1CNC(=O)c1ccc2c(c1)N(C)CCS2	99.0	-1.6	-6.2	-2.4	-4.1	10.0	38.6	-7.0	-22.8
NC(=O)CSc1nnnn1-c1ccccc1Cl	92.0	-2.5	0.6	-0.7	-1.5	-2.6	51.4	2.4	0.4
C=CCN(C(=O)CSC1=NC(=O)CN1C(C)=O)c1nc(C)c(-c2ccccc2)s1	106.0	-1.7	7.4	2.3	-4.7	-7.4	-26.9	1.5	-6.5
Cc1cc(C)c2c(-n3cccc3)c(NC(=O)OCc3ccccc3)sc2n1	105.0	-1.3	3.3	10.3	-1.6	11.7	13.6	6.5	-6.4
CCN(C(=O)CSc1nnc(-c2ccccc2)o1)c1c(N)n(Cc2ccccc2)c(=O)[nH]c1=O	55.0	0.2	-4.9	3.1	0.3	-13.0	-0.6	3.4	-19.6
COc1ccccc1CNC(=O)c1cc2c(s1)CS(=O)(=O)C2	91.0	-3.5	-3.7	5.8	-3.1	11.4	1.2	3.5	-4.4
COc1ccc(CCNC2CC(=O)N(CCc3ccccc3)C2=O)cc1 (stereo not given)	99.0	-1.6	-7.2	-4.2	-3.9	10.3	1.0	1.8	-4.6
Cc1cc(-c2c(C)[nH]n(-c3ccccc3)c2=O)n(-c2ccccc2)n1	102.0	-2.9	1.9	-1.7	-1.5	36.7	3.8	4.9	-4.4
Cc1nc(C)c2c(c1C(F)(F)F)-c1ccccc1C2(F)F	101.0	-2.1	2.0	-3.8	-1.1	-17.7	3.7	-3.1	1.4
Cc1nc2ccc(S(=O)(=O)NCC(=O)O)cc2s1	106.0	-3.3	-10.9	4.6	-1.3	-5.0	-0.5	-3.1	2.5
COc1ccc(CC(=O)OCC(=O)Nc2cccc(Br)c2)cc1	109.0	-1.9	5.5	-2.3	-2.1	-5.8	-9.8	6.7	-12.1
COc1cc(C)c(C)cc1S(=O)(=O)NC1CC(C)(C)NC(C)(C)C1	101.0	-4.2	3.9	-3.7	-2.2	4.5	13.5	3.7	4.6
O=C(N/N=C/c1ccc(-c2cccc(C(F)(F)F)c2)o1)c1cccc(F)c1	106.0	-1.8	10.7	-7.4	-7.3	-8.8	-29.6	2.4	-6.5
Cc1ccc(C(=O)CSc2nnc(COc3cccc4cccnc34)o2)cc1	97.0	-4.7	-12.0	-6.2	-3.0	13.1	6.1	3.1	-18.1

Source: PubChem (several laboratories)
